High-throughput results deposited in PubChem BioAssay by National Center for Advancing Translational Sciences (NCATS).
FUS yeast rescue: rescues growth of FUS-expressing yeast; 0.24% of 390,000 active; AID 1347120; S. cerevisiae FUS-expressing, growth rescue, OD600, 24 h; Potency, µM (highest dose often 76.6 µM), for the others: at the top dose growth rescue (activation), usual class: activators;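 note: potency is the fitted concentration of half-maximal effect; plate controls were DMSO vehicle for no effect and reference control for full effect; nearly all actives have a fitted effect of over 55% in size; some results filed as inactive show a strong effect at the top dose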
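Restored growth of FUS-toxic S. cerevisiae, read as 600 nm absorbance after 24 h at 30C in galactose medium (starting OD 0.005). Controls CP55940 and DMSO.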
Abeta rescue: A-beta toxicity reversal in yeast. 0.063% of 410,000 active. AID 1347071. Potency, µM (top dose mostly 46.1 µM), for inactives: at the highest dose growth rescue, usual class: activators. yeast expressing A-beta42, growth rescue, OD600, 48 h; response scale: 0% DMSO, 100% iron-clioquinol control; note: potency is the fitted concentration of half-maximal effect; nearly all actives have a fitted effect of over 55% in size
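Yeast growth medium received pinned compounds, then yeast cells expressing toxic A-beta were added; plates incubated at 30 C for 48 hr. Growth read as absorbance at 600 nm, normalized to DMSO and equimolar FeCl3 plus clioquinol controls.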
aSyn yeast inh: inhibitors of alpha-synuclein toxicity in yeast; Potency, µM (series often up to 46.1 µM), inactives show at the highest dose growth rescue (activation), hits mostly activators; Yeast expressing alpha-synuclein, growth rescue, BacTiter-Glo, 24 h; 0.14% of 370,000 active; note: potency is the fitted concentration of half-maximal effect; % of control where 0% means no effect; nearly all actives have a fitted effect of over 65% in size
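Rescue of yeast growth: cells expressing toxic alpha-synuclein, induced in galactose at OD600 0.02, incubated with compound 24 h at 30 C. ATP luminescence quantified growth; inhibitors of toxicity appear as activators.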
EPAC2 antag: antagonists of human EPAC2; Q8WZA2; EPAC2 GEF exchange of Rap1B-BODIPY-GDP, fluorescence; Potency, µM (top dose mostly 114 µM), without a hit: at the highest dose activity, negative = inhibition, usual class: inhibitors; 0.18% of 360,000 active; AID 720708; note: potency is the fitted concentration of half-maximal effect; % is set by controls: 0 for no effect and ±100 for the full control effect; nearly all actives have a fitted effect of over 45% in size; many of its hits are not listed in these tables
Target sequence (Q8WZA2 whole entry, looked up): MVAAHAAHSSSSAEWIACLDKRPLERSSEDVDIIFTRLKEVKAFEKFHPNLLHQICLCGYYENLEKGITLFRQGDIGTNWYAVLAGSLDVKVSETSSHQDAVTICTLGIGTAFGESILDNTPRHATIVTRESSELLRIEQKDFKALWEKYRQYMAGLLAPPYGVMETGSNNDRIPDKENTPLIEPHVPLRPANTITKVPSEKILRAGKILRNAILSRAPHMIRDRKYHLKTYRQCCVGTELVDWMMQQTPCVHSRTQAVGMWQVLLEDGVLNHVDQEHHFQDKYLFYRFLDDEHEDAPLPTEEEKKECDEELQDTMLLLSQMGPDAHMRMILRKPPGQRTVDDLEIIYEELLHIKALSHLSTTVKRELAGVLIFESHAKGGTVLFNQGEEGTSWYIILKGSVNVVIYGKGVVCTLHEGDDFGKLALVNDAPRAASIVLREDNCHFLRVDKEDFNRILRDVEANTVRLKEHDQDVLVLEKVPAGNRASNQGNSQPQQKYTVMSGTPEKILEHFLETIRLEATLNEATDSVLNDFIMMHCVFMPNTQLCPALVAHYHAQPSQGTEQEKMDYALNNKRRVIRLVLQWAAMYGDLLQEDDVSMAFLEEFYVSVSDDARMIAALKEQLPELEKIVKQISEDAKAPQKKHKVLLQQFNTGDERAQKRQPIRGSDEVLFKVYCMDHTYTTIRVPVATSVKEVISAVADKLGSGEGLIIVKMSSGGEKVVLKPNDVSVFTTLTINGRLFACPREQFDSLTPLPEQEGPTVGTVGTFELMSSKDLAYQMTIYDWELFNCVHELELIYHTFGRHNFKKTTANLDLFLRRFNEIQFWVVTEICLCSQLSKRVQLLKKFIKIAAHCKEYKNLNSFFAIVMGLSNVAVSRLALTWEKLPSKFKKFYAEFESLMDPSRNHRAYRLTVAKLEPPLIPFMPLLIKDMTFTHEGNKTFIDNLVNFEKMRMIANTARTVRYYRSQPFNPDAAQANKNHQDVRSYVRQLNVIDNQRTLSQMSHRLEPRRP
EPAC2 agonist: agonists of human EPAC2 (RAPGEF4). Q8WZA2. EPAC2 activation, biochemical qHTS; response scale: 100% = 6.5 mM cAMP response. Potency, µM (top dose mostly 154 µM), inactives show at the top dose activation, hits mostly activators. 0.079% of 360,000 active; note: potency is the fitted concentration of half-maximal effect; nearly all actives have a fitted effect of over 50% in size
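qHTS, titration series. 100 nM EPAC2 / 250 nM Rap1B-BODIPY-GDP / 50 uM GDP; RT; ex 480/em 540 nm, 5-min reads to 30 min. Norm. to 6.5 mM cAMP = activation.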
DRD3 antagonist: antagonists of human D3 dopamine receptor | D3R cells, DiscoveRx beta-arrestin luminescence, antagonist mode; hits give low values | max response, negative = inhibition, % | 2.5% of 360,000 active | AID 652054; in the data active = max response below about -50%; inconclusive = no clear call, values can overlap the other calls; note: % is set by controls: 0 for no effect and ±100 for the full control effect; mostly tested at two doses, the higher about 12 µM
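Cells plated overnight at 1500 cells/well, then exposed to library compounds with dopamine controls for 90 minutes at 37 degrees C. DiscoveRx reagent added for 30–60 minutes at room temperature; luminescence read, quantitative HTS format.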
TDP43 rescue: inhibitors of TDP-43 toxicity in yeast. TDP-43 expressing yeast growth rescue, BacTiter-Glo, 24 h. Potency, µM (highest dose often 46.1 µM), inactives show at the top dose growth rescue (activation), hits mostly activators. 1.8% of 410,000 active. AID 652104; note: potency is the fitted concentration of half-maximal effect; % of control where 0% means no effect; nearly all actives have a fitted effect of over 50% in size
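Growth rescue of TDP-43-toxic yeast measured as ATP luminescence (BacTiter-Glo). Cells grown to mid-log in raffinose, induced in galactose at OD600=0.02, exposed to compound 24 hr at 30 deg C.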
D3 ag: D3 dopamine receptor (human) agonism; P35462; D3R DiscoveRx beta-arrestin cells, luminescence, 90 min; max activation, %; 0.58% of 410,000 active; in the data active = max activation above about 30%; note: 0% is about no effect; mostly tested at two doses, the higher about 12 µM
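Cells at 1500/well, incubated overnight, then treated with pinned compounds (dopamine as control) for 90 min at 37 degrees C. DiscoveRx reagent added for 30 - 60 minutes at room temperature; luminescence read.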
* = called active by the depositor; ? = inconclusive; / = not tested or not shown; & = joins results of further samples; [ ] = remark or other dose. Unless noted, calls come from the whole dose curve; as a rule, active = well fitted curve in the direction sought with a large enough effect; inconclusive = small, poorly fitted or top-dose-only effect, or another doubt; inactive = no such curve, though single readings can be large; an effect the other way counts as inactive or inconclusive. Not all compounds are listed, so the mix of outcomes need not match the whole.

| mol | FUS yeast rescue | Abeta rescue | aSyn yeast inh | EPAC2 antag | EPAC2 agonist | DRD3 antagonist | TDP43 rescue | D3 ag |
| --- | --- | --- | --- | --- | --- | --- | --- | --- |
| COc1ccccc1NC(=O)Nc1nc(CC(=O)NCc2ccc(F)cc2)cs1 | 17.6% | 14.5% | -12.2% | -11.2% | 2.6% | 0.0 | -3.2% | 6.0 |
| Cc1cc(C)c(NC(=O)c2c(C)oc3c2C2=NCCN2C=N3)c(C)c1 | -3.6% | -10.7% | / | / | / | / | 6.6% | -5.0 |
| CC(CNC(=O)COC(=O)c1ccco1)c1ccccc1 (stereo unspecified) | -0.9% | 6.3% | 0.6% | 1.6% | 4.5% | 20.9 | 16.6% | -4.0 |
| CCc1nc2c(OCc3ccc(F)c(F)c3)cccn2c1N(C)C(=O)c1ccncc1 | -7.4% | 15.8% | -7.1% | 15.3% | 9.7% | 31.3 | ? | 6.1 |
| CN(C)c1ccc(Nc2ccc([N+](=O)[O-])cn2)cc1 | 7.8% | -11.7% | -6.7% | -0.9% | 0.5% | -59.7* | 6.5% | -8.9 |
| Cc1noc(NS(=O)(=O)c2ccc(NC(=O)CSc3nnc(-c4ccccc4)n3C3CCCCC3)cc2)c1C | ? | 10.1% | -8.3% | 8.5% | -10.3% | -7.6 | 0.0% | 17.6 |
| COc1ccc(S(=O)(=O)N2CCCCC2)cc1NC(=O)CNc1ccc(F)cc1C | 1.4% | 3.0% | 4.9% | 1.0% | 5.4% | -12.5 | 1.9% | -6.7 |
| CSCCC(NC(=O)c1ccccc1Br)C(=O)NNC(=O)c1ccncc1 (stereo unspecified) | -12.6% | 9.5% | -8.0% | -1.9% | 4.7% | -7.6 | 5.1% | -4.9 |
| O=C(Nc1ccc(C(=O)N2CCCC2)cc1)c1ccccc1Br | / | -12.4% | -3.8% | -1.2% | 19.3% | -2.0 | -10.8% | 4.4 |
| Cc1nnc(SCC(=O)NNC(=O)c2ccccc2)n1Cc1ccccc1 | / | -8.4% | -7.7% | 6.7% | -1.4% | -4.7 | 2.6% | 4.4 |
| CC(C)N1C(=O)CCC1C(=O)NCCc1ccccc1 (stereo unspecified) | 8.5% | 5.4% | 0.5% | 2.5% | 2.5% | 15.7 | -0.2% | 20.6 |
| CCCCN1C(N)=NC[C@H]1Cc1ccc(O)cc1 | -27.1% | -1.4% | 0.8% | 5.8% | 5.2% | 5.8 | 14.6% | 1.6 |
| COC(=O)c1ccc(N=Cc2c(C(F)(F)F)[nH]n(C)c2=O)cc1 | 19.3% | 10.5% | 6.2% | -13.6% | -5.7% | 3.3 | 18.2% | -0.4 |
| COc1cccc(S(=O)(=O)N2CCN(c3ccccc3F)CC2)c1 | 21.6% | 15.0% | 16.8% | -3.3% | 13.3% | 12.1 | 13.7% | -1.0 |
| CC1CCCN(C(=O)C2CC(=O)N(c3ccc(Cl)cc3)C2)C1 (stereo unspecified) | 17.8% | 0.0% | 1.8% | -5.0% | 5.7% | 1.6 | -12.8% | -0.6 |
| O=C(NC1CCCC1)C1C(c2ccc(C(F)(F)F)cc2)=Nc2ccccc2N1C(=O)c1cccc(C(F)(F)F)c1 (stereo unspecified) | 27.2% | -10.0% | 9.5% | 23.7% | -5.3% | -21.3 | -10.9% | -10.8 |
| Cc1nnsc1-c1c(C(=O)O)c(C)nn1-c1ccc(OC(F)(F)F)cc1 | 0.9% | 0.2% | 4.2% | 2.1% | 5.2% | 2.7 | -3.8% | 4.5 |
| CCOc1ccc(NS(=O)(=O)c2ccc(NS(=O)(=O)c3ccccc3)cc2)cc1 | 34.8% | ? | 0.0% | -20.3% | 10.9% | 5.8 | -5.6% | -2.3 |
| Cc1ccc(C2CC(=O)N3CN(Cc4ccco4)CSC3=C2C#N)cc1 (stereo unspecified) | 23.7% | -0.7% | -4.5% | -5.5% | 4.3% | -58.7* | 7.8% | -0.5 |
| Cc1ccc(-n2cnnn2)c(S(=O)(=O)N2CCOCC2)c1 | 19.8% | 6.4% | 0.1% | 2.7% | 7.4% | -7.6 | -16.6% | -16.0 |
| O=C(NCCC(=O)N1CCCCCCC1)c1ccc(Br)cc1 | -15.0% | -67.5%[inhibitor] | -13.4% | 7.3% | 3.7% | -6.7 | 26.8% | -9.3 |
| Cc1ccccc1NC(=O)Nc1cc(-c2ccccc2)nn1C | 14.5% | -1.2% | -1.1% | -1.5% | 1.1% | 25.1 | 9.1% | 7.7 |
| CC(C)Oc1cc(F)ccc1-c1cc(C(=O)Nc2ccc(F)cc2)[nH]n1 | 4.3% | 5.1% | -1.0% | -17.0% | 2.0% | -13.9 | 10.3% | -13.4 |
| COc1ccc([N+](=O)[O-])cc1NC(=O)c1ccc(Br)s1 | 25.0% | 25.4% | -1.9% | -0.6% | 3.7% | -10.3 | 10.2% | -7.2 |
| O=C(Nc1ccc2snnc2c1)Nc1cccc2ccccc12 | 3.7% | -0.1% | -0.3% | 2.5% | 2.3% | -10.4 | -3.8% | -2.5 |
| Cc1nc2ccccc2c2c1C(=O)N(C(C)C)C2=O | 5.6% | 12.3% | 1.1% | -0.6% | -2.1% | -20.8 | -4.8% | 6.4 |
| C[C@@H](C(=O)N1CCN(C(=O)OC(C)(C)C)CC1)n1cc(CCC(=O)O)nn1 | -24.8% | -4.6% | 1.4% | -6.5% | 5.0% | 10.7 | -5.7% | -2.6 |
| CC(C)CN(C(=O)COC(=O)CCC(=O)c1ccc(F)cc1)c1c(N)n(Cc2ccccc2)c(=O)[nH]c1=O | 5.7% | 0.8% | 0.0% | 17.2% | -8.3% | 13.2 | 13.3% | 0.7 |
| CCOC(=O)c1cc(OC(=O)c2ccc(OC)cc2)n(-c2ccccc2)n1 | 10.6% | -13.6% | -24.6% | / | / | / | 17.8µM* | 2.9 |
| COc1ccc(CCN(C)CCC(=O)Nc2c(C)cc(C)cc2C)cc1OC | 14.6% | 7.0% | -3.1% | -2.5% | 3.7% | ? | 7.7% | -6.5 |
| CCOC(=O)c1oc2cc(O)cc(C)c2c(=O)c1-c1cscn1 | -10.5% | 2.1% | 2.3% | 6.1% | 2.5% | 19.5 | 17.9% | 2.7 |
| CCOC(=O)c1c(-c2ccccc2)csc1NC(=O)c1cc(-c2ccccc2OC)on1 | 3.6% | -3.3% | 0.9% | 4.6% | 3.7% | -3.1 | -20.8% | -4.3 |
| CC(=Nc1ccccc1)C1=C(O)CSC1=O | 11.7% | 7.7% | -34.9%[inhibitor] | -1.8% | 10.6% | 4.6 | -10.4% | -15.4 |
| Cc1ccc2oc(C(=O)NCCCN3CCOCC3)c(C)c2c1 | / | -15.8% | 0.1% | 4.9% | -5.9% | -10.8 | 3.2% | -21.5 |
| COc1cc(NC(=O)C2CC3CCC2C3)c(OC)cc1Cl (stereo unspecified) | 0.3% | ? | -3.6% | -8.6% | 14.6% | 7.8 | -0.9% | 18.5 |
| COc1ccc(NC(=O)C2CC(=O)N(c3cccc(C)c3C)C2)cc1 (stereo unspecified) | 10.0% | -4.1% | -5.3% | -1.3% | -3.7% | -6.8 | -3.6% | -3.2 |
| O=C(Nc1nnc(CCc2ccccc2)s1)c1cccs1 | 9.9% | 10.1% | -6.4% | -0.5% | 5.8% | 14.2 | -1.9% | 4.3 |
| O=C(C[n+]1ccccc1)Nc1ccccc1C(F)(F)F | -39.0% | 8.3% | 4.2% | 1.9% | 2.0% | 0.0 | 10.5% | -8.7 |
| Cc1nn(-c2cccc(Cl)c2)c(Cl)c1/C=N/NC(=O)c1cccnc1 | -23.2% | 2.4% | -14.4% | 22.2% | 5.6% | 27.8 | 19.5% | 1.0 |
| C=Cc1ccc(COc2ccc3oc(-c4ccccc4)c(C(=O)OCC)c3c2)cc1 | 7.3% | -9.8% | / | / | / | / | 22.9% | -1.7 |
| O=C1CCCN1c1ccc(S(=O)(=O)NCCc2ccc(Cl)cc2)cc1 | 16.8% | 22.9% | -1.5% | 18.0% | 1.8% | 13.5 | -25.3% | -12.7 |
| CCOC(=O)c1[nH]c2ccccc2c1NC(=O)c1cc(OC)cc(OC)c1 | -22.5% | -8.5% | / | / | / | / | 28.4% | 9.1 |
| CCOc1cc(C2CC(=O)N3CN(C4CCCCC4)CSC3=C2C#N)ccc1O (stereo unspecified) | 1.7% | -2.2% | 4.9%&0.0% | 8.3% | 12.7% | -16.3 | 0.0% | 3.5 |
| CN(C)c1ccc(CN(CC2CCCO2)C(=O)c2ccc(Br)cc2)cc1 (stereo unspecified) | 8.9% | 14.7% | / | / | / | / | -2.6% | 2.6 |
| O=C(O/N=C\c1ccc(N2CCCCC2)c([N+](=O)[O-])c1)c1c(F)cccc1F | -4.5% | 12.2% | 0.0% | 0.7% | 1.3% | 4.9 | 26.3% | -0.2 |
| COc1ccc(NC(=S)NC(=O)C2CCC2)cc1 | 12.1% | ? | -6.2% | 1.8% | 3.0% | -23.0 | 0.0% | -7.3 |
| CC1(C)CC(=O)/C(=C(\O)CCCN2C(=O)c3ccccc3C2=O)C(=NCCO)C1 | -1.4% | -4.2% | 1.1% | -0.9% | 3.7% | -13.3 | 4.7%[9.22 µM] | -8.3 |
| CCC(=O)Nc1ccc2oc(-c3cccnc3)nc2c1 | 13.9% | 7.3% | 3.0% | -2.2% | 10.0% | -1.3 | 1.5% | 5.3 |
| C=CCn1c(SCC(=O)N(CC)C2CCS(=O)(=O)C2)nc2sc3c(c2c1=O)CCC3 (stereo unspecified) | -6.6% | 2.3% | 1.4% | -12.5% | -6.3% | 0.6 | 6.6% | 6.4 |
| COc1cccc(NC(=O)c2oc3ccccc3c2NC(=O)c2cc3ccccc3o2)c1 | -5.2% | -7.9% | / | / | / | / | 1.5% | -18.6 |
| COc1cccc([C@@H]2CC=C(C(=O)O)[C@H](c3ccc(Br)cc3)N2S(=O)(=O)c2ccc(C)cc2)c1 | -2.7% | 2.6% | -0.9% | -12.6% | -15.9% | 4.5 | 35.5µM* | -10.0 |
| Cc1cccc(NC(=O)c2cccc3c2-c2ccccc2C3=O)n1 | 18.9% | -13.6% | -1.4% | 4.8% | -2.4% | 4.8 | 3.5% | 12.0 |

Quoted at random: 2 records from the list
| mol | FUS yeast rescue | Abeta rescue | aSyn yeast inh | EPAC2 antag | EPAC2 agonist | DRD3 antagonist | TDP43 rescue | D3 ag |
| --- | --- | --- | --- | --- | --- | --- | --- | --- |
| COc1cccc(NC(=O)c2oc3ccccc3c2NC(=O)c2cc3ccccc3o2)c1 | -5.2% | -7.9% | / | / | / | / | 1.5% | -18.6 |
| Cc1ccc2oc(C(=O)NCCCN3CCOCC3)c(C)c2c1 | / | -15.8% | 0.1% | 4.9% | -5.9% | -10.8 | 3.2% | -21.5 |
